Bioassay records deposited in PubChem by several laboratories.
Diaph inh CS – diaphorase inhibitors and chemical oxidizers, primary screen, counter-screen for diaphorase-coupled primary assays, biochemical, uHTS, resorufin fluorescence; diaphorase resazurin-to-resorufin fluorescence, NADH, 16 min; bacterial (C. kluyveri) enzyme, not human; inhibition, % at 20 µM; actives 0.69% (n = 190,000);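 active = primary screen inhibition at 20 µM above a set limit, cut at about 50% in these data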;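 note: plate controls were DMSO with full reaction for no effect and wells lacking NADH for full effect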
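Assay system – diaphorase enzyme from Clostridium kluyveri · Amount – diaphorase 0.14 U/mL (working solution) · Times – reaction incubation of 16 min at room temperature · Controls – No-NADH positive control and DMSO neutral control · Signal – resorufin fluorescence 544/590 nm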
bIAP activator – bovine intestinal alkaline phosphatase activators, primary screen, biochemical, bovine IAP, CDP-star luminescence. purified bovine IAP, 30 min; stronger effect = higher value; fold of DMSO-control signal, blank-subtracted. activation factor at 20 µM. actives 0.17% (n = 200,000);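 active = activation factor of 2 or more at 20 µM, a signal rise over negative controls twice the positive control's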
Diaph act CS – compounds boosting diaphorase resazurin reduction – biochemical, uHTS, resorufin fluorescence, counter-screen for diaphorase-coupled primary assays, primary screen. actives 0.005% (n = 190,000). AID 1229, 2008. activation factor at 20 µM. Diaphorase/resazurin coupled assay, 16 min; stronger effect = higher value; 1 = vehicle wells, 0 = NADH-free wells;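 active = diaphorase activity raised at least twofold by the compound at 20 µM; inactive = activation factor below 2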
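Material: bacterial diaphorase enzyme (C. kluyveri); amount: enzyme 0.07 U/mL final; reagent: NADH substrate 0.114 mM plus resazurin dye 0.1 mM, final; doses: single compound dose of 20 µM, 1% DMSO final; timing: 16 min enzyme reaction, ambient temperature; measured by: fluorescence of resorufin, 544 nm excitation, 590 nm emission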
TNAP act hiacc – TNAP activators at high phosphate acceptor level, primary screen, biochemical, luminescence, uHTS. purified TNAP, CDP-star luminescence, 1 M DEA, 30 min; stronger effect = higher value; 0 = EDTA background, 1 = DMSO-only activity. activation factor at 20 µM. AID 1136, 2008. 200,000 tested, under 10 active. Alkaline phosphatase, tissue-nonspecific isozyme (Homo sapiens), P05186;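 active = activation factor at least 2 at 20 µM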
Target sequence (P05186 whole entry, looked up): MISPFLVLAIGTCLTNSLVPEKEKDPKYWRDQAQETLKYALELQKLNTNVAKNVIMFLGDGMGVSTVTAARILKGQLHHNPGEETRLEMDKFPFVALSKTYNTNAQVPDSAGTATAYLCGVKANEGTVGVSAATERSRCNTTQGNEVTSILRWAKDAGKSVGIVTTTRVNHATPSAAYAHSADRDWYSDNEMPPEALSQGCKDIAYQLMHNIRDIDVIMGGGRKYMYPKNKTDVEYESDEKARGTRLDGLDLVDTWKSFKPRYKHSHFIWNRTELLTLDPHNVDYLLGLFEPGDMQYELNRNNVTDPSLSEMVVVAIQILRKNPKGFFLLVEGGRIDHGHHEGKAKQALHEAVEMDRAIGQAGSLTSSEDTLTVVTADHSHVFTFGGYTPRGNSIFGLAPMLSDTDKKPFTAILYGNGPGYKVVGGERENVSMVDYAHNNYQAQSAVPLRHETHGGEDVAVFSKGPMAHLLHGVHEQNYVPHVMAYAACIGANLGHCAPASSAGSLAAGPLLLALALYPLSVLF
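Test system – human TNAP · Doses – 20 µM single point · Incubation – 30 min, room temperature · Signal – luminescent substrate turnover signal · Read-out basis – activation factor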
PMI activator – activators of human PMI, primary screen, biochemical, fluorescence intensity, near-Km mannose 6-phosphate | Mannose-6-phosphate isomerase (Homo sapiens), P34949 | purified human PMI, coupled resazurin fluorescence, 20 min; stronger effect = higher value; 1 = vehicle control, 0 substrate-free wells | activation factor at 20 µM | actives 0.005% (n = 190,000);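 active = activation factor of 2 or more at 20 µM, relative to plate controls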
Target sequence (P34949 whole entry, looked up): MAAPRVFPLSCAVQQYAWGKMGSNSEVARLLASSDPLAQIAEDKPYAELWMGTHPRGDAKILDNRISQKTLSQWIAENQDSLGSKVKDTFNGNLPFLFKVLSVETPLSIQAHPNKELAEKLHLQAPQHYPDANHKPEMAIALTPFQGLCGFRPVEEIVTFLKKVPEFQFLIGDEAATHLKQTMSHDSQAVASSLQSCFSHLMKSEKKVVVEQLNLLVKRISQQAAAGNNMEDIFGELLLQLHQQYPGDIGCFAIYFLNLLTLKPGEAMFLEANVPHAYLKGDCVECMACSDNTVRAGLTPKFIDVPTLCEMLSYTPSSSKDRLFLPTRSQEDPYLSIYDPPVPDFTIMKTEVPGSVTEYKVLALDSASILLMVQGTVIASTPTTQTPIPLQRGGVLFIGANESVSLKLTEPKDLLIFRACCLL
L major viab – Leishmania major promastigote growth inhibition, primary screen; Leishmania major promastigotes, resazurin fluorescence viability; inhibition, % at 10 µM; actives 9% (n = 200,000); in the data active = inhibition above about 50%;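 note: promastigotes grown with compound for 44 hours at 28 °C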
bIAP inh – bovine intestinal alkaline phosphatase inhibitors, primary screen, selectivity assay for TNAP inhibitor project, biochemical, bovine IAP, CDP-star luminescence; purified bovine IAP, 30 min; 190,000 tested, under 10 active; inhibition, % at 20 µM; alkaline phosphatase, intestinal [Bos taurus]; AID 1019, 2008;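 active = over 50% inhibition of intestinal alkaline phosphatase at 20 µM in the single-dose screen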
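Assay system – bovine IAP enzyme · Quantity – bovine IAP at 1/65,000,000 final dilution · Detection – CDP-star luminescence signal · Times – 30 min reaction at room temperature · Also added – CDP-star substrate at 30 µM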
PMI act hi M6P – human PMI activators, high substrate, primary screen, biochemical, fluorescence intensity, near-saturating mannose 6-phosphate | Mannose-6-phosphate isomerase (Homo sapiens), P34949 | coupled PMI enzyme assay, resazurin fluorescence, 20 min; stronger effect = higher value; 1 = untreated enzyme, 0 = substrate-free blank | activation factor at 20 µM | actives 0.34% (n = 190,000) | AID 1216, 2008;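 active = activation factor of 2 or more at 20 µM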
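Test system: human phosphomannose isomerase with PGI, G6PDH, diaphorase coupling enzymes / Doses: 20 µM compound, 1% DMSO / Times: enzyme reaction with compound 20 min at room temperature / Measured by: Diaphorase-driven resazurin-to-resorufin fluorescence, excitation 544, emission 590 nm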
TNAP inh no acc – human TNAP enzyme inhibitors, primary screen, biochemical, luminescent, no phosphate acceptor, uHTS | Alkaline phosphatase, tissue-nonspecific isozyme (Homo sapiens), P05186 | purified TNAP, CDP-star luminescence, 30 min | inhibition, % at 20 µM | actives 0.26% (n = 200,000);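 active = tissue-nonspecific alkaline phosphatase inhibition above about 50% at 20 µM in the single-dose screen, limit read from the data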;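 note: 0% = DMSO negative control and 100% = EDTA positive control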
TNAP inh hiacc – human TNAP enzyme inhibitors, primary screen, biochemical, luminescent, high phosphate acceptor level, uHTS; purified TNAP, CDP-star luminescence, 1 M DEA; actives 0.03% (n = 200,000); Alkaline phosphatase, tissue-nonspecific isozyme (Homo sapiens), P05186; inhibition, % at 20 µM;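 active = over 50% inhibition of tissue-nonspecific alkaline phosphatase at 20 µM in the single-dose screen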;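 note: plate controls were DMSO wells for no effect and EDTA-quenched wells as full inhibition for full effect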
Active calls of the source: *.

SMILES | Diaph inh CS | bIAP activator | Diaph act CS | TNAP act hiacc | PMI activator | L major viab | bIAP inh | PMI act hi M6P | TNAP inh no acc | TNAP inh hiacc
O=C(C1CCCN(Cc2ccccc2)C1)N1CCCCC1 (centres undefined) | 19 | 1 | 0.8 | 1.1 | 0.9 | -5 | -2 | 0.9 | -25 | -5
CC1(C)CC(=O)C2=C(C1)NC(=O)CC2c1ccc(F)cc1 (centres undefined) | -7 | 1 | 1.1 | 1 | 1.1 | -1 | -4 | 1 | 0 | -4
CCOC(=O)C1CCCN(C(=O)c2cn(C)c3ccc(S(=O)(=O)N(C)C)cc3c2=O)C1 (centres undefined) | 5 | 1 | 0.9 | 1 | 1.1 | -6 | 5 | 1 | 13 | -5
Cc1ccc2c(CSc3nnc(C4CC4)n3N)cc(=O)oc2c1 | 12 | 0.8 | 0.9 | 1.1 | 1.1 | 14 | 18 | 1.1 | -2 | -6
Cc1cc(C)n(CC2CC(=O)N(c3ccc(F)c(Cl)c3)C2=O)n1 (centres undefined) | -20 | 0.9 | 1.2 | 1.1 | 1.1 | 1 | 5 | 1.1 | 3 | -9
CCN1CCc2c(sc(NC(=O)Nc3ccc(Cl)c(Cl)c3)c2C(N)=O)C1 | 16 | 1.2 | 0.8 | 1 | 1 | 50 | -23 | 0.8 | -6 | 2
O=c1cc(CSc2ccccn2)nc(N2CCN(c3ccccc3)CC2)[nH]1 | 15 | 0.9 | 0.8 | 1 | 0.8 | -8 | 7 | 0.8 | -5 | 1
CN(C1CCCCC1)S(=O)(=O)c1ccc(NC(=O)c2ccc(Br)o2)cc1 | 13 | 0.6 | 0.9 | 1.1 | 0.9 | 57* | 39 | 0.9 | 2 | -6
Cn1cccc1/C=N/n1cnnc1 | -8 | 1 | 1.1 | 1 | 1.1 | 0 | -2 | 1 | -10 | -3
Cc1cc(C)n(S(=O)(=O)c2ccc(Cl)c(Cl)c2Cl)n1 | 13 | 0.9 | 0.9 | 1.1 | 0.9 | 26 | 12 | 0.9 | -11 | -5
CC(=O)Nc1cc(C(=O)OCC(=O)c2ccc(Cl)cc2Cl)ccc1C | 11 | 1 | 0.9 | 1.1 | 1 | -11 | 2 | 1 | -12 | -7
CC(C)N(C(=O)Cn1c(-c2ccccc2Cl)nc2ccccc21)c1ccccc1 | 6 | 0.9 | 0.9 | 1 | 0.9 | 21 | 9 | 0.9 | -16 | 2
OC1CCN(C(=S)Nc2ccc(Nc3ccccc3)cc2)CC1 | 7 | 0.9 | 0.9 | 1.1 | 1 | -2 | 13 | 0.9 | -4 | -7
Cn1c(=O)c2c(SCc3cccnc3)nc(C3CC3)nc2n(C)c1=O | 6 | 0.9 | 0.9 | 1.1 | 1.1 | 53* | 9 | 1.1 | 7 | -8
CC1CCN(CCOc2ccc(Cl)c(Cl)c2)CC1 | 13 | 0.9 | 0.9 | 1 | 1.1 | 88* | 5 | 1.1 | -25 | -2
CCN(CC)S(=O)(=O)c1cccc(-c2nnc(SCc3nc4ccccc4s3)o2)c1 | 13 | 0.8 | 0.9 | 1 | 1 | 4 | 24 | 1 | -12 | -3
COc1cccc(NC(=O)Nc2cccc(C(=O)O)c2)c1 | 11 | 1 | 0.9 | 1 | 1 | -1 | -3 | 1 | -3 | -4
CCOC(=O)N1CCN(C(=O)c2ccc(OC)c(S(=O)(=O)N3CCOCC3)c2)CC1 | 8 | 1 | 0.9 | 1 | 1.1 | 1 | -3 | 1 | -11 | -5
COc1ccc(F)c(-c2nc(CN3CCC(c4ccccc4)CC3)c(C)o2)c1 | 5 | 1.1 | 1 | 1 | 1 | 48 | -8 | 1 | -5 | -2
CCOC(=O)c1c(NC(=O)Nc2ccc(Cl)cc2)sc(C)c1C | 9 | 0.7 | 0.9 | 1 | 1 | -2 | 28 | 1 | -9 | -1
COc1ccc2[nH]c(=O)c(CN(C(=O)c3ccncc3)C(C)(C)C)cc2c1 | 11 | 1 | 0.9 | 1 | 1 | 2 | -3 | 0.9 | -10 | 0
COc1ccccc1-n1c(SCC(=O)NC(C)(C)C)nnc1-c1ccco1 | 7 | 0.7 | 0.9 | 1 | 1 | 12 | 30 | 1 | -10 | -2
CCN(Cc1ccncc1)C(=S)Nc1ccccc1 | -13 | 0.9 | 1.1 | 1 | 1 | -4 | 9 | 1.1 | -3 | -3
COc1ccc(C(=O)c2sc(NC(C)C)nc2N)cc1OC | 3 | 0.9 | 1 | 1.1 | 1.1 | 15 | 7 | 1.1 | -5 | -8
Cc1occc1C(=O)N/N=C/c1c[nH]c2ccccc12 | 9 | 1 | 0.9 | 1.1 | 1 | 20 | 2 | 1 | -9 | -6
Cn1c(NCc2ccccc2O)nc2ccccc21 | 13 | 1 | 0.9 | 1 | 1 | 6 | 4 | 1 | -3 | 1
COc1ccc(-n2c(N)c(C(=O)NCC3CCCO3)sc2=S)cc1 (centres undefined) | 13 | 0.8 | 0.9 | 1 | 0.9 | -4 | 16 | 0.9 | -3 | -3
C=C(C)COc1ccc(-c2nc(N)nc(C)c2Oc2ccccc2OC)c(O)c1 | 29 | 0.9 | 0.7 | 1.1 | 0.8 | 21 | 13 | 0.8 | -8 | -5
Cc1cccc(CN2CCN(C(=O)CCl)CC2)c1 | 9 | 0.9 | 0.9 | 1 | 1.1 | 100* | 8 | 1.1 | -4 | 0
COc1ccccc1NC(=S)NCCc1ccc(S(N)(=O)=O)cc1 | 8 | 1 | 0.9 | 1 | 0.9 | 7 | -4 | 1 | -2 | -2

Rewritten in markdown: part of the list above
| Compound | Diaph inh CS | bIAP activator | Diaph act CS | TNAP act hiacc | PMI activator | L major viab | bIAP inh | PMI act hi M6P | TNAP inh no acc | TNAP inh hiacc |
| --- | --- | --- | --- | --- | --- | --- | --- | --- | --- | --- |
| Cn1c(NCc2ccccc2O)nc2ccccc21 | 13 | 1 | 0.9 | 1 | 1 | 6 | 4 | 1 | -3 | 1 |
| COc1ccc(-n2c(N)c(C(=O)NCC3CCCO3)sc2=S)cc1 (centres undefined) | 13 | 0.8 | 0.9 | 1 | 0.9 | -4 | 16 | 0.9 | -3 | -3 |

Further entries follow.
SMILES | Diaph inh CS | bIAP activator | Diaph act CS | TNAP act hiacc | PMI activator | L major viab | bIAP inh | PMI act hi M6P | TNAP inh no acc | TNAP inh hiacc
Cc1cccc(N(C(=O)Cn2nnc3ccccc32)C(C(=O)NCc2ccco2)c2ccncc2)c1C (centres undefined) | 16 | 1 | 0.8 | 1.1 | 1 | -2 | -2 | 1 | -10 | -6
O=C(COC(=O)c1cccs1)NCC1CCCCC1 | -2 | 1 | 1 | 1.1 | 1.2 | -15 | 5 | 1.1 | -12 | -5
CCC1C(C#N)=C(N)OC2=C1C(=O)CC(C)(C)C2 (centres undefined) | 14 | 0.9 | 0.9 | 1 | 1 | -8 | 10 | 1 | -12 | -2
O=c1[nH]c(SCc2ccccc2Cl)nc2c1CCC2 | 11 | 0.9 | 0.9 | 1 | 0.9 | 29 | 5 | 0.9 | -10 | -3
Cc1cc(NC(=O)CCC(=O)N(c2ccccc2)C(C(=O)NC2CCCCC2)c2cccs2)no1 (centres undefined) | 2 | 1.1 | 1 | 1 | 0.9 | 4 | -14 | 0.9 | -9 | 0
COc1ccc(C(=O)OCc2cc3cccc(C)c3[nH]c2=O)cc1 | 0 | 1 | 1 | 1.1 | 1 | 1 | 2 | 1 | -11 | -6
O=C(Nc1ccccc1)c1ccsc1 | -10 | 1 | 1.1 | 1.1 | 1.1 | 4 | -4 | 1.1 | -10 | -6
O=S(=O)(NCCc1cn2ccccc2n1)c1ccc(F)c(C(F)(F)F)c1 | 7 | 0.9 | 0.9 | 1 | 1.2 | -4 | 9 | 1.1 | -5 | -4
Cc1ccc(C2(C(F)(F)F)NC(=O)N3N=C4CCCCCN4C3=C2C#N)cc1 (centres undefined) | 4 | 1 | 1 | 1 | 1.1 | -5 | -5 | 1 | -14 | -4
C=CCSC1=C(C#N)C(c2cc(Br)c(O)c(OC)c2)CC(=O)N1 (centres undefined) | -4 | 1 | 1 | 1 | 1 | -3 | 3 | 1 | -10 | -5
CCN(CC)S(=O)(=O)c1cc([N+](=O)[O-])ccc1NNC(=O)Nc1ccc(F)cc1 | 21 | 0.7 | 0.8 | 0.8 | 0.9 | 36 | 34 | 1 | 19 | 18
O=C(Nc1cccc(S(=O)(=O)Nc2ccccc2F)c1)c1ccc2ccccc2n1 | 26 | 0.9 | 0.7 | 1.1 | 0.3 | 5 | 5 | 0.6 | -23 | -5
CN1C(=O)c2ccccc2N(C)C1c1ccc2c(c1)OCO2 (centres undefined) | 4 | 1 | 1 | 1.1 | 1.1 | 16 | 5 | 1.1 | -16 | -7
C/C(=N\O)c1ccc2[nH]ccc2c1 | 8 | 1 | 0.9 | 1 | 1 | -3 | -4 | 1 | -9 | -3
Cc1ccc(N(C(=O)c2csnn2)C(C(=O)NC(C)(C)C)c2ccccn2)cc1 (centres undefined) | 11 | 1 | 0.9 | 1 | 0.9 | -2 | 2 | 0.9 | 0 | 0
COCCCNC(=O)CN(c1cc(Cl)ccc1OC)S(C)(=O)=O | -14 | 1.2 | 1.1 | 1.1 | 1.1 | -2 | -22 | 1.1 | -5 | -7
COc1cccc(S(=O)(=O)NCc2ccc3c(c2)OCO3)c1 | -6 | 0.6 | 1.1 | 1 | 1.1 | -2 | 36 | 1.1 | -20 | -3

Taken from above:
O=C(Nc1cccc(S(=O)(=O)Nc2ccccc2F)c1)c1ccc2ccccc2n1 in TNAP inh no acc is listed with -23
COc1cccc(S(=O)(=O)NCc2ccc3c(c2)OCO3)c1 in L major viab is listed with -2
Cc1cccc(N(C(=O)Cn2nnc3ccccc32)C(C(=O)NCc2ccco2)c2ccncc2)c1C (centres undefined) in PMI act hi M6P is listed with 1
CN1C(=O)c2ccccc2N(C)C1c1ccc2c(c1)OCO2 (centres undefined) in bIAP activator is listed with 1
